ARNT-TACC3 inh: disruptors of human ARNT/TACC3 interaction; Q9Y6A5; AlphaScreen His-ARNT PAS-B/GST-TACC3 binding, luminescence; TACC3 fragment carries E629A point mutation; inhibition, % at 9.99 µM; 390,000 compounds, 0.66% hits;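 active means mean inhibition of replicates at least 50% and at least half of replicates each reaching 50%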;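 further: 0% = complete ARNT plus TACC3 wells and 100% = ARNT alone without TACC3; many hits fall short of the cut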
PAX8 inh HTS: lowers PAX8-driven luciferase in RMG-I cells. 360,000 compounds, 1.2% hits. RMG-I TPO-luciferase reporter, SteadyGlo, 24 h. inhibition, % at 12.6 µM. AID 652154;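 active means mean replicate inhibition at least 60% with every replicate also reaching 60%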;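 further: luciferase light reporting Pax8 driven TPO promoter activity; plate controls were median of neutral control wells for no effect and mitoxantrone controls for full effect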
* marks the source's active call; other numbers are inactive results. The list is partial; rates above refer to the full screens.

SMILES	ARNT-TACC3 inh	PAX8 inh HTS
CC(C)C(c1nnnn1C1CCCCC1)N1CCOCC1 (stereo unspecified)	0.3	17.6
NC(=O)c1c(NC(=O)CSc2nnc(-c3ccco3)n2-c2ccccc2)sc2c1CCC2	9.5	30.1
O=c1ccc(Cc2ccccn2)n[nH]1	-3.8	3.8
Cc1ccc(C)c(S(=O)(=O)C(C#N)c2nc3ccccc3nc2N2CCOCC2)c1 (stereo unspecified)	-2.5	-2.1
O=C1NCCCc2c1oc1cc(Br)c(O)c(Br)c21	20.3	-22.2
C/C(=N\Nc1nc(C)cc(-c2ccccc2)n1)c1ccc(C)o1	16.8	-12.3
CNS(=O)(=O)c1cccc(C(=O)OCC(=O)N2CCc3ccccc3C2)c1	2.0	-1.2
COc1ccc(C(=O)NCC(=O)NCC2COc3ccccc3O2)cc1 (stereo unspecified)	6.6	8.6
Cc1ccc(C(=O)NC(=S)Nc2cccc3c(C)cc(C)nc23)cc1	-0.1	30.5
Cc1[nH]n(-c2cccc(Cl)c2)c(=O)c1/C=N/n1c(C)nc2ccccc2c1=O	46.7*	-17.1
O=C(CSc1nnc2c3c4c(sc3ncn12)CCCC4)NCc1ccco1	-5.8	-2.6
O=C(COC(=O)c1cccnc1SCC(=O)NCc1ccccc1)NCc1ccccc1	-1.9	7.5
CC(C)CNC(=O)c1c2c(nc3ccccc13)-c1ccccc1CC2	4.6	-4.2
CNC(=O)NC(=O)CSc1nc2ccccc2n1CCOC	0.5	-14.6
CCN(C(=O)c1cn(C)c(=O)c2cc(OC)c(OC)cc12)c1ccccc1C	-1.0	2.4
COC(=O)c1sccc1-c1ccc(C(=O)Nc2cccnc2)o1	-2.3	-82.2
COc1ccc2c(c1)NC(=O)CC(c1ccccc1)=N2	-35.7	-88.1
O=C(COc1ccccc1)Nc1ccc2c(c1)nc1n2CCSC1	-11.9	-101.3
O=C(c1ccc(C(=O)N2CCCc3ccccc32)s1)N1CCCc2ccccc21	-3.4	32.7
COc1ccc(C(=O)NCC(=O)OCC(=O)Nc2cc(OC)ccc2OC)cc1	-31.2	-7.2
C/C(=N/NC(=O)c1cc(C2CC2)[nH]n1)c1cccs1	-0.4	52.6
COc1ccc2cc3cc(C(=O)Nc4cc(OC)c(OC)c(OC)c4)oc3nc2c1	1.2	26.1
O=C(O)c1cccc(S(=O)(=O)N2CCSCC2)c1	-1.9	-6.7
O=C(Nc1c(-c2ccccc2)nc2c(Br)cc(Br)cn12)c1ccco1	-0.6	3.4
CCCc1cc(=O)[nH]c(SCC(=O)NCCCC(=O)OCC)n1	-23.3	13.5

Reprinted from the part before: seven entries; new compounds follow.
SMILES	ARNT-TACC3 inh	PAX8 inh HTS
O=C(c1ccc(C(=O)N2CCCc3ccccc32)s1)N1CCCc2ccccc21	-3.4	32.7
COc1ccc(C(=O)NCC(=O)OCC(=O)Nc2cc(OC)ccc2OC)cc1	-31.2	-7.2
C/C(=N/NC(=O)c1cc(C2CC2)[nH]n1)c1cccs1	-0.4	52.6
COc1ccc2cc3cc(C(=O)Nc4cc(OC)c(OC)c(OC)c4)oc3nc2c1	1.2	26.1
O=C(O)c1cccc(S(=O)(=O)N2CCSCC2)c1	-1.9	-6.7
O=C(Nc1c(-c2ccccc2)nc2c(Br)cc(Br)cn12)c1ccco1	-0.6	3.4
CCCc1cc(=O)[nH]c(SCC(=O)NCCCC(=O)OCC)n1	-23.3	13.5
CCOC(=O)CN(C(=O)CSc1nnc(-c2ccncc2)n1CCCN(C)C)c1ccccc1	-34.0	9.4
Cc1sc2nc(SCC(=O)NCCOCCO)n(C)c(=O)c2c1C	-7.0	-1.5
CC(C)COc1cc(=O)[nH]c(SCC(C)C)n1	-22.9	-14.5
CCc1ccc(NCc2nc3ccccc3c(=O)[nH]2)cc1	-1.4	-111.6
CCCOc1ccc(C2C(C(=O)c3ccc(C)o3)=C(O)C(=O)N2CCN2CCOCC2)cc1OC (stereo unspecified)	-10.0	13.6
Cn1sc(NC(=O)c2cccc(Cl)c2)nc1=O	-6.5	-140.5
CCOc1cc2[nH]c(=S)n(CC3CCCO3)c(=O)c2cc1OCC (stereo unspecified)	-0.7	0.6
CCc1cccc(NS(=O)(=O)c2ccc3c(c2)oc(=O)n3C)c1	-1.3	5.7
CCOc1ccc(NC(=O)CCC(=O)O)cc1	-0.7	-1.9
CCNC(=O)CN(c1ccc(Cl)cc1)S(=O)(=O)c1ccccc1	-4.1	-3.0
Cc1cc(C)nc(Nc2nc(C)c3cc4c(cc3n2)OCO4)n1	-4.2	-0.7
COC(=O)C(NC(C)=O)(Nc1ccccc1)C(=O)OC	-5.7	8.5
CN(C)S(=O)(=O)c1ccc(N2CCCC2)c(C(=O)NCc2cccc(C(F)(F)F)c2)c1	-0.4	18.3
CC(=O)C1=C(O)C(=O)N(CCc2c[nH]c3ccccc23)C1c1cccc(O)c1 (stereo unspecified)	-0.1	16.2
COc1ccc(-c2ccnc3nc(N4CCOCC4)nn23)cc1	-2.7	-1.8
CCc1nnc(NC(=O)CSc2nnc(-c3ccncc3)n2C)s1	-0.9	9.8
NC(=O)COC(=O)c1ccc(Oc2ccccc2)cc1	-1.0	-3.2
O=C(O)CCN1C(=O)c2ccncc2C1=O	-6.3	7.3
COc1ccc(OC)c(NC=C2C(=O)OC3(CCCCC3)OC2=O)c1	-8.4	12.2
CCOc1ccc(/C=N/n2c(SC)nnc2-c2ccccc2)cc1OCC	6.8	-2.3
CC(C)OC(=O)CSc1n[nH]c(-c2cccnc2)n1	-4.5	9.6
Cc1nc2nc(SCC(=O)NCc3ccco3)nn2c(C)c1Cc1ccccc1	4.7	13.0
OCC(CO)(CO)n1cnnn1	-0.9	17.2
CCN(CC)c1cc(C)c2ccccc2n1	-4.9	5.3
COc1ccc(Cn2c(C3CC3)nc3ccc(NC(=O)C4CC4)cc3c2=O)cc1	-15.5	-213.6
Continuation:
SMILES	ARNT-TACC3 inh	PAX8 inh HTS
O=C(N1CCN=C1SCc1cccnc1)C12CC3CC(CC(C3)C1)C2	-17.8	15.6
CC(=O)OCCn1c(Br)nc2c1c(=O)[nH]c(=O)n2C	0.9	-2.6
CCc1cccc(CC)c1NC(=O)C1CC(=O)N(c2ccc3c(c2)OCCO3)C1 (stereo unspecified)	23.9	1.4
CCCCc1nnc(SCc2ccc(OCC)cc2)n1N	-17.9	-26.0
Cc1ccc(-n2c(=O)[nH]c3cc(C(=O)NC4CCN(Cc5ccccc5)CC4)ccc3c2=O)cc1	-5.2	-8.0
COC(=O)CNc1nc(-c2cccnc2)nc2ccccc12	10.4	-11.2
CC1(C)Cc2c(sc(NC(=O)c3ccco3)c2C#N)CO1	4.0	-113.7
Cc1[nH]nc(N2CCCCCC2)c1[N+](=O)[O-]	-3.1	0.2
O=C(Nc1ccc(Cc2ccncc2)cc1)C1CCC(N2C(=O)C3C4C=CC(C5CC45)C3C2=O)CC1 (stereo unspecified)	21.4	-82.8
CCC(CC)NC(=O)COC(=O)c1ccc(NS(=O)(=O)c2ccc3c(c2)OCCO3)cc1	3.6	-11.9
O=C(CN1CCC(NC(=O)c2ccccc2F)CC1)NCc1ccc(F)cc1	3.8	-2.8
Cc1cc(C(=O)N/N=C/c2cccc(Cl)c2Cl)no1	16.3	-155.0
Cc1ccccc1C(=O)NC1CCS(=O)(=O)C1 (stereo unspecified)	19.3	12.0
CC(C)(C)C(=O)N1CCC(O)(CS(=O)(=O)Cc2ccc(Cl)cc2)CC1	0.0	6.9
Cc1cccc(NC(=S)N/N=C/c2ccc(Cl)c([N+](=O)[O-])c2)c1	-25.6	51.3
COCCNC(=O)C(c1ccco1)N(C(=O)Cn1nnc2ccccc21)c1ccccc1C (stereo unspecified)	-0.1	-10.7
O=C(C=C1CCN(c2ncc(C(F)(F)F)cc2Cl)CC1)NNC(=O)Nc1ccccc1	0.5	-3.7
O=C(Cc1cccc2ccccc12)NNC(=O)Nc1cccc(Cl)c1	4.0	23.0
Cc1cccc(C)c1NC(=O)Cn1cnc2c(=O)n(C)c(=O)n(C)c21	-1.3	-6.8
Cc1cccc(-n2nnnc2SCn2nnc3ccccc3c2=O)c1	8.5	-40.9
COC(=O)CSC(C(=O)Nc1ccc(C)c(C)c1)c1ccccc1 (stereo unspecified)	-6.5	-3.5
CCCCCCCc1nc2c(=O)n(C)c3ccccc3c2o1	-3.1	8.8
Cc1nn(-c2ccccc2)c(C)c1NC(=O)c1cccs1	-1.2	-5.0
Cc1cc(Cl)c(S(=O)(=O)Nc2ccc3c(c2)OCO3)cc1OCC(=O)NC1CCCCC1	-6.4	24.0
Cc1[nH]n(-c2ccccc2)c(=O)c1/C=N/n1c(C)nc2ccccc2c1=O	30.8*	4.2

Whole records as entered above. Screens in order: ARNT-TACC3 inh | PAX8 inh HTS
Cc1cccc(-n2nnnc2SCn2nnc3ccccc3c2=O)c1 in the list: 8.5 | -40.9
Cc1cccc(C)c1NC(=O)Cn1cnc2c(=O)n(C)c(=O)n(C)c21 in the list: -1.3 | -6.8
Cc1cc(Cl)c(S(=O)(=O)Nc2ccc3c(c2)OCO3)cc1OCC(=O)NC1CCCCC1 in the list: -6.4 | 24.0
COC(=O)CSC(C(=O)Nc1ccc(C)c(C)c1)c1ccccc1 (stereo unspecified) in the list: -6.5 | -3.5

Continuation:
SMILES	ARNT-TACC3 inh	PAX8 inh HTS
COCCCNC(=O)CSC1=Nc2ccccc2C2=NC(CC(=O)NCc3ccccc3)C(=O)N12 (stereo unspecified)	8.5	-4.8
CCNS(=O)(=O)c1ccc(NC(=O)Nc2cccc(OC)c2)cc1	4.3	-16.0
O=C(Oc1ccc(-c2nc(-c3ccccn3)no2)cc1)c1ccccc1	-1.3	-121.1
Cc1cccc(Cn2c(=O)c3c(nc4n3CCN4Cc3ccco3)n(C)c2=O)c1	21.3	23.6
C=C(C)c1cccc(C(C)(C)NC(=O)Nc2cc(C)ccc2OC)c1	1.0	22.9
COCCNC(=O)CNC(=O)c1nn(-c2ccc(OC)c(Cl)c2)c(=O)c2ccccc12	-10.6	14.5
O=C(CC1CCCC1)Nc1nnc(C2CC2)s1	0.5	-36.5
CCN(C(C)=O)c1nnc(CSc2nc3ccccc3s2)s1	-3.0	-42.3
CCOC(=O)CSc1nc2ccc(NC(=O)CSc3nnnn3Cc3ccccc3)cc2s1	-11.4	28.7
CCC1(C)COC2(OC1)C(=O)Nc1ccccc12 (stereo unspecified)	-32.2	13.9
CCCCCCn1c(N2CCC(C(N)=O)CC2)nc2c1c(=O)[nH]c(=O)n2C	0.7	11.3
COC(=O)C(NC(C)=O)(Nc1nc(C)cs1)C(F)(F)F (stereo unspecified)	-3.2	-0.5
Cc1c(-c2cccs2)[n+](=O)c2c(n1[O-])CCCCC2	-6.7	10.9
CC(C)(C)NC(=O)COC(=O)c1ccc(O)cc1	9.1	-2.5
CCC(=O)Nc1cc2c(C)cc(=O)oc2cc1C	-0.9	7.8
COc1ccc(NC(=O)N2CCC(C(=O)c3ccc(F)cc3)CC2)cc1	1.5	11.8
COc1ccc(NC(=O)CN2CCCC(C)C2)c([N+](=O)[O-])c1 (stereo unspecified)	6.2	-16.0
COc1ccc(C(=O)n2nc(C)cc2C)cc1Br	-5.9	-7.5
Cc1ccc(N=c2oc3cc(O)ccc3cc2C(N)=O)cc1	-0.5	-170.7
O=C1c2ccccc2CC1(Cc1ccccc1)Cc1ccccc1	-3.6	1.6
COc1ccc(CC(=O)NNC(=S)Nc2ccc(Br)cc2)cc1	2.4	1.8
COCc1nc(-c2ccc(-c3ccccc3)nc2OC)no1	-7.8	-172.1
Cc1ccc(NC(=O)CCn2cccc2)cc1	-0.7	-2.8
O=C(Nc1nc(-c2cc(Cl)sc2Cl)cs1)c1ccccc1	5.5	-87.4
Cc1ccc(-c2nn(CC(=O)Nc3ccc4c(c3)nc3n4CCOC3)c(=O)c3ccccc23)cc1	1.7	-24.3
(cont.)
SMILES	ARNT-TACC3 inh	PAX8 inh HTS
O=C(CCNS(=O)(=O)c1cccc2nsnc12)N1CC(=O)N(CCc2ccccc2)C(=O)C1	0.3	17.8
COC(=O)CC(NC(=O)c1ccc(C)cc1)c1ccc2c(c1)OCO2 (stereo unspecified)	-1.8	-3.1
Cc1sc2nc(CN3CCOCC3)nc(Oc3ccc(NC(=O)c4ccco4)cc3)c2c1C	5.1	12.9
O=C(O)Cn1nc2ccccc2n1	-3.6	-17.0
CCn1nnnc1SCC(=O)Nc1ccc2c(c1)OCO2	-7.6	-42.0
CCCCC1C(C#N)=C(C)NC2=C1C(=O)CC(C)(C)C2 (stereo unspecified)	-12.4	-15.1
Cc1cc(C)n(CC(O)CN2C(=O)NC(C)(C)C2=O)n1 (stereo unspecified)	-3.4	10.6
COc1cccc(-c2nnc3sc(-c4ccco4)nn23)c1	-6.4	-191.7
O=C(CN1C(=O)c2ccccc2C1=O)N1CCN(c2nnc(-c3ccccc3)c3ccccc23)CC1	-0.2	-8.1
O=C(NCCc1ccccc1)c1cc(S(=O)(=O)N2CCOCC2)ccc1F	-7.5	-20.6
Cc1cccc2nc(CSc3nnnn3-c3ccccc3)cn12	2.8	-14.4
CCOC(=O)C1CCN(C(=O)c2cccnc2)CC1	-8.9	-14.8
C(=N\n1cnnc1)/c1cccnc1	-0.3	6.1
CCOC(=O)N1CCN(C(=O)c2ccc3c(=O)n(CCC4=CCCCC4)c(=O)[nH]c3c2)CC1	-5.6	19.1
O=S(=O)(c1ccc(F)cc1)N1CCN(c2ccccc2)CC1	-2.6	-7.9
CCOC(=O)c1cnc(-n2cc(C)cn2)nc1Nc1ccccc1OCC	-4.6	-2.0
c1n[nH]c(NC2=NCCC2)n1	60.5*	10.0
COCC(C)NC(=O)C1CC(c2cccc(Br)c2)=NO1 (stereo unspecified)	20.9	7.9
O=C(O)C1CCCCC1C(=O)Nc1ccccc1Cl (stereo unspecified)	2.3	1.1
COc1ccc(-n2c(N3CCN(C)CC3)nc3sc4c(c3c2=O)CCCCC4)cc1	-5.2	10.4
CCOC(=O)C(NC(C)=O)(Nc1ccc(S(=O)(=O)Nc2cc(C)nc(C)n2)cc1)C(F)(F)F (stereo unspecified)	-3.5	5.1
